C-LANA FP: KSHV C-LANA DNA binding inhibition; MBP-C-LANA/FAM-LBS DNA binding, fluorescence polarization; inhibition, % at 9 µM; 340,000 tested, 0.078% active;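 active = highest replicate inhibition at or above 60% at 9 µM, even if other replicates fall short; inactive = all replicates below 60% inhibition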;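 also: 0% = neutral control wells and 100% = 4 µM acridine orange control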
MOR-DOR ag: agonists of human mu-delta opioid receptor heterodimerization. activation, % at 9.3 µM. AID 504326. cells, OPRM1-OPRD1 heterodimerization, luminescence. 340,000 tested, 0.3% active; in the data active = activation above about 18%;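 also: 0% = vehicle-treated cells and 100% = reference agonist; values of inactives mirror those of a sister screen read the other way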
HTR5A inv ag: HTR5A inverse agonism, opioid heterodimer counter-screen. AID 504634. inhibition, % at 9.3 µM. P47898. HTR5A cell line, luminescence. 340,000 tested, 0.083% active; in the data active = inhibition mostly above about 23%, no sharp cut-off; inactive = mostly below about 18%;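 also: 0% = cells with DMSO and 100% = no-cell wells with DMSO; some compounds called inactive have numbers as strong as hits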
Target sequence (P47898 whole entry, looked up): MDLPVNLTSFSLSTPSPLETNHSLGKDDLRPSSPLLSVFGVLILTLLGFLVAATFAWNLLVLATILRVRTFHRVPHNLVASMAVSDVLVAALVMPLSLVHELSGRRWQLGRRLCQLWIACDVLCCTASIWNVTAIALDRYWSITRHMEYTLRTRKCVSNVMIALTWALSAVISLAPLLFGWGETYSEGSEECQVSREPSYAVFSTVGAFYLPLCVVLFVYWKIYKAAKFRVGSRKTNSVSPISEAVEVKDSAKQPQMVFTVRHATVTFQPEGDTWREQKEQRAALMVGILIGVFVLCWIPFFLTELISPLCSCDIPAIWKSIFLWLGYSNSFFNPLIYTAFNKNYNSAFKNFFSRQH
HTR5A ag: activates human HTR5A in OPRM1-OPRD1 agonist counter-screen. HTR5A agonist assay, luminescence, cell-based. activation, % at 9.3 µM. 340,000 tested, 0.61% active. AID 504692; in the data active = activation mostly above about 9.5%, no sharp cut-off; inactive = mostly below about 7.6%;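 also: 0% = cells with vehicle only and 100% = reference agonist; strong numbers were not always called active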
Keap1 Nrf2 FP: disrupts human Keap1 binding to Nrf2 peptide. Q14145. Keap1 Kelch-Nrf2 peptide fluorescence polarization, 1536-well. inhibition, % at 9.4 µM. 340,000 tested, 0.15% active; in the data active = inhibition above about 12%;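 also: human Keap1 Kelch domain with fluorescein labeled Nrf2 9mer peptide probe; 0% = neutral control wells and 100% = peptide positive control; higher means more block of Keap1 binding to Nrf2 peptide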
Target sequence (Q14145 whole entry, looked up, the tested form may be a part): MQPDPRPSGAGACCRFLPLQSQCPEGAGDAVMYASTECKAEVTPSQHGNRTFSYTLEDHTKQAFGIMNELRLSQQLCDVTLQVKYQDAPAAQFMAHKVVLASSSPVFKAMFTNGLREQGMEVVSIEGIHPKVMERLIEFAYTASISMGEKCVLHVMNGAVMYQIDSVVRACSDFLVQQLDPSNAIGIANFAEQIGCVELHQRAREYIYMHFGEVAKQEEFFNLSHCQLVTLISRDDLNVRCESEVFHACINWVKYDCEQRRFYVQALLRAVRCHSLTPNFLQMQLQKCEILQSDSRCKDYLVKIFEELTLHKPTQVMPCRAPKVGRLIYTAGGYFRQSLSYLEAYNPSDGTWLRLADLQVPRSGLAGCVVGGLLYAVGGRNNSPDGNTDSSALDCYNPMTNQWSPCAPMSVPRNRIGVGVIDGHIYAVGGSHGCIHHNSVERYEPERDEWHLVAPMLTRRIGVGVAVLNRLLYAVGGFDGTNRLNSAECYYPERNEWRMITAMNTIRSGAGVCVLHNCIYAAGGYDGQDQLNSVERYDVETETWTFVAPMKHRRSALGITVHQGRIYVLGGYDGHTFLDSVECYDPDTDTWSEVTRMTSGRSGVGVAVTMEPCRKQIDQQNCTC
V-ATPase pH: alters yeast V-ATPase proton transport | S. cerevisiae, pHLuorin cytosolic pH fluorescence | response, % at 10 µM | 350,000 tested, 0.37% active; in the data active = response mostly above about 7.3%, no sharp cut-off; inactive = mostly below about 5.4%; also: actives read high; inactives centre near 0; some compounds called inactive have numbers as strong as hits; reference of the scale not given here
OPRM1-OPRD1 inv: inverse agonists of human mu-delta opioid receptor heterodimerization. cell-based MOR-DOR heterodimer luminescence, inverse agonism. inhibition, % at 9.3 µM. 340,000 tested, 0.21% active; in the data active = inhibition above about 22%, passing the limit was not always enough;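 also: 0% = cells with DMSO and 100% = wells without cells with DMSO; values of inactives mirror those of a sister screen read the other way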
cardiac RTF act: cardiac RTF calcium sensitization. IANBD-labeled TnC RTF fluorescence at EC20 calcium; 0% EC20 calcium, 100% full calcium. activation, % at 7.2 µM. 340,000 tested, 0.24% active;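 active = activation above the mean over all tested compounds plus 3 SD, cut at about 30% in these data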;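 also: rise in fluorescence read as greater calcium sensitivity of cardiac thin filaments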
Cardiac RTF inh: cardiac RTF calcium desensitization; inhibition, % at 7.15 µM; IANBD-labeled cardiac RTF, Ca2+ fluorescence; AID 493244; 340,000 tested, 0.12% active; P19429+P45379;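 active = inhibition above the mean inhibition of all tested compounds plus 3 SD, cut at about 17% in these data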;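 also: assay run at fixed EC70 calcium of 1.6 mM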
CAL-PDZ inh HTS: blocks peptide binding to the human CAL PDZ domain | Q9HD26 | purified CAL PDZ, TMR-peptide fluorescence polarization, 1 h | inhibition, % at 24.9 µM | 300,000 tested, 0.92% active | AID 602252;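 active = mean inhibition of at least 30% with at least half of replicates also reaching 30%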;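 also: 0% = DMSO neutral control and 100% = excess unlabeled competitor peptide PRC23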
Starred values were filed as active, the others as inactive; . = not tested or not shown.

SMILES	C-LANA FP	MOR-DOR ag	HTR5A inv ag	HTR5A ag	Keap1 Nrf2 FP	V-ATPase pH	OPRM1-OPRD1 inv	cardiac RTF act	Cardiac RTF inh	CAL-PDZ inh HTS
Cn1cc(CN2CCC(C(O)c3cccs3)CC2)c(-c2cccc(Cl)c2)n1 (configuration not stated)	0.7	-0.2	-1	2	1	-1	1	2	-9	.
Cn1nnnc1SCc1ccc(C(=O)Nc2ccc(Br)cc2)cc1	1.6	-1.8	-11	-9	-3	-4	10	-4	-1	-3
O=C(O)C1CC(=O)N(c2ccc(OCc3ccc(Br)cc3)cc2)C1 (configuration not stated)	1.1	-2.6	-4	1	-5	2	12	-5	0	-3
CCn1c(=O)c2cc(S(=O)(=O)NCCOc3ccccc3)ccc2n(CC)c1=O	1.0	0.6	6	-3	2	5	-3	0	-6	-2
O=C(CSC(=S)N1CCOCC1)c1ccccc1	0.7	-1.8	6	10	-3	3	9	10	-4	0
COc1ccc(C2SCCN2S(=O)(=O)c2ccc(NC(C)=O)cc2)cc1 (configuration not stated)	0.4	-1.1	-7	4	-7	9	6	8	-5	-1
CC(=O)c1ccc(NC(=O)c2cnsn2)cc1	0.8	-1.9	16	5	0	4	9	5	-4	-6
CS(=O)(=O)N1CC(C(=O)NC2CC2)Oc2ccc(Cl)cc21 (configuration not stated)	-0.6	-2.9	-7	3	-2	2	17	-2	-20	8
C=CCN1N=C(/C=C/c2ccc(C)cc2)CCC1=O	-3.4	-3.4	2	-10	-5	0	17	-5	13	-5
CCC(C)N(C(=O)COc1ccccc1C#N)C1CCS(=O)(=O)C1 (configuration not stated)	0.7	-3.1	12	-5	-1	3	16	-3	-10	9
Cc1ccccc1N=C1NN=C(c2ccccc2F)CS1	-1.1	1.9	-14	5	2	0	-14	5	-5	4
Cc1ccc(NC(=O)COC(=O)Cc2cccs2)c(Br)c1	-0.6	0.1	17	-4	-1	-1	0	4	-7	-4

The list goes on (three carried over from the part before).
SMILES	C-LANA FP	MOR-DOR ag	HTR5A inv ag	HTR5A ag	Keap1 Nrf2 FP	V-ATPase pH	OPRM1-OPRD1 inv	cardiac RTF act	Cardiac RTF inh	CAL-PDZ inh HTS
CCC(C)N(C(=O)COc1ccccc1C#N)C1CCS(=O)(=O)C1 (configuration not stated)	0.7	-3.1	12	-5	-1	3	16	-3	-10	9
Cc1ccccc1N=C1NN=C(c2ccccc2F)CS1	-1.1	1.9	-14	5	2	0	-14	5	-5	4
Cc1ccc(NC(=O)COC(=O)Cc2cccs2)c(Br)c1	-0.6	0.1	17	-4	-1	-1	0	4	-7	-4
CCOc1ccccc1NC(=O)COc1ccc2c(c1)OCO2	0.6	0.6	-12	3	-3	-1	-5	-5	-2	-4
CCOc1ccc(Cl)cc1S(=O)(=O)n1nnc2ccccc21	-2.4	-0.4	7	5	-3	3	2	9	-2	-2
COc1ccc(C(=O)NNC(=O)C(=O)N2CCCCC2)cc1OC	0.1	-2.7	8	0	-7	2	14	2	-4	1
Cc1cc(C)n(C(=O)CNC(=O)/C=C/c2ccccc2)n1	0.8	-3.7	-6	2	-6	-1	18	-2	-6	-1
Cc1cccc(/C=N\N=C\c2cccc(C)c2)c1	3.4	1.9	-7	5	-6	8	-9	0	-2	.
CCC(C)c1c(O)nc(SCC(=O)c2ccccc2)[nH]c1=O (configuration not stated)	-0.9	-1.0	25	2	2	1	5	-1	-7	1
CC1(C)Cc2c(c(=S)nc(-c3ccccc3)n2CCN2CCOCC2)CO1	-1.9	-0.2	-13	0	0	-4	1	-3	1	.
COCC(C)n1c(COc2ccccc2F)nnc1SCC(=O)c1c(N)n(C)c(=O)n(C)c1=O (configuration not stated)	-1.4	-3.2	32	-1	3	-3	15	-2	0	5
CCCCCCS(=O)Cc1ccccc1 (configuration not stated)	0.9	-2.1	7	1	3	1	13	0	4	25
O=C(CCc1ccccc1)NCCSCc1c(F)cccc1Cl	-0.5	-3.3	5	-2	0	0	17	-3	2	-3
CN(Cc1ccccc1)C(=C(Cl)Cl)C(=C1NCCN1)[N+](=O)[O-]	0.5	-2.4	3	-1	-1	1	14	4	3	-3
O=c1cc(CCl)[nH]c2nc3ccccc3n12	-1.4	-1.3	3	-1	-6	0	7	-3	-3	-5
Cc1ccc(NC(=O)Cc2nc(COC(=O)c3c(F)cccc3Cl)cs2)cc1	-0.3	1.7	11	1	-1	3	-7	-5	3	.
O=C(O)c1cc2cc(Oc3ccccc3)ccc2[nH]1	-1.0	-3.3	8	-2	-4	0	16	-4	1	-2
Cc1ccc(NC(=O)C2OCCc3ccccc32)cc1C (configuration not stated)	2.6	-1.7	19	3	4	0	8	-4	4	0
CCCCNC(=O)Nc1nnc(-c2ccc(Cl)cc2)o1	0.0	-1.6	-18	7	-2	6	9	-1	4	-1
CC(C)(C)OC(=O)N(Cc1ccccc1)Cc1cccc(OCc2cccc(NC(=O)c3ccccc3)c2)c1	0.9	2.4	9	-3	-5	-1	-11	-10	-11	5
CC1=C(C(=O)Nc2ccc(Cl)cc2)C(c2ccncc2)C(C#N)=C(SCC(N)=O)N1 (configuration not stated)	3.8	-2.4	14	-1	-2	5	14	-3	3	1
CC(=O)Nc1ccc(NC(=O)CSc2ccc3nnc(-c4ccccn4)n3n2)cc1	-0.3	-2.4	-17	1	1	-4	13	-2	-13	8
Fc1ccc(-c2csc3nnc(SCc4cccnc4)n23)cc1	0.8	-0.5	12	2	-1	6	3	5	-7	-2
CCC(Sc1nc2ccc(N)cc2s1)C(=O)Nc1nccs1 (configuration not stated)	-2.0	-2.2	13	1	-6	-1	11	1	-8	1
CCOC(=O)C1CC(=O)c2cc(OC)c(OC)cc2C1 (configuration not stated)	-0.6	-2.2	-7	2	2	-3	10	-3	1	-3
COc1cc(C)ccc1OCCCOc1ccccc1Cl	-0.9	2.1	-1	0	1	-3	-9	-4	-1	-2
Cc1csc(N(C(=O)c2ccccc2F)c2ccccc2)n1	2.4	-4.0	3	-2	-2	2	19	2	-1	-3
Cc1noc2ncnc(N3CCCCC3)c12	-0.9	-1.2	4	4	3	-1	6	3	-1	23
N#Cc1ccc(-c2csc(NNC(=O)c3ccccc3)n2)cc1	3.0	0.5	17	-8	-7	0	-3	-6	-3	1
CCOc1ccc(S(=O)(=O)N2CCC(C(=O)NCc3ccccn3)CC2)cc1	1.1	0.1	-2	1	-1	-2	-1	-5	-12	4
COc1ccc(C(=O)C2CCCN(Cc3cn(C)nc3-c3ccccc3)C2)cc1F (configuration not stated)	-0.4	0.8	10	-4	-1	-1	-4	-2	-7	1
COc1ccc(-c2nn(C)c(=O)c3ccccc23)cc1CNC(=O)c1ccco1	-0.2	-0.7	7	-2	-3	0	4	1	-5	-6
Cc1c(-n2c(-c3ccccc3Cl)n[nH]c2=S)c(=O)n(-c2ccccc2)n1C	0.8	-0.4	-9	3	1	-1	2	0	-1	0
Cc1ccc(N(Cc2ccc(C(=O)Nc3c(C)n(C)n(-c4ccccc4)c3=O)cc2)S(C)(=O)=O)cc1C	1.1	-0.3	7	-3	-4	-1	2	5	4	2
C=CCn1c(SCC(=O)c2[nH]c(C)c(C(=O)OCC)c2C)nc2scc(-c3ccc(OC)cc3)c2c1=O	0.6	0.8	2	-4	1	-1	-4	1	4	-1
CCCCOC(=O)Nc1ccc(C(=O)OC)cc1	-0.4	1.3	12	4	-6	-1	-6	-1	-9	.
O=C(COc1ccccc1C(=O)Nc1ccccc1)NCCc1ccccc1	-0.1	5.0	-8	2	6	0	-27	0	-12	.
COc1ccc(C(=O)Oc2ccc[nH]c2=O)cc1	-1.8	-0.9	2	-1	2	-1	4	-6	-5	-3
COCCCNC(=O)c1cc(C(=O)Cc2ccccc2)c[nH]1	-0.1	-3.7	-19	7	2	-1	19	5	-9	.
c1ccc(-c2nn3c(C4CCCCC4)nnc3s2)nc1	0.3	-1.8	9	2	2	-3	8	1	-8	-4
CC(C)c1ccc(NC(=O)CCCN2C(=S)NC(C)(C)CC2C)cc1 (configuration not stated)	-2.4	4.6	7	8	-4	-1	-24	-3	-3	-3
COc1ccc(OC)c(NC(=O)c2cc3c(=O)n4ccccc4nc3n2C)c1	0.7	-1.5	-11	4	2	-8	7	1	-5	0
CCOC(=O)c1c(-c2ccc(OC)cc2)nc2nonc2c1N	1.1	0.8	-1	2	-1	1	-4	1	-7	0
CCOC(=O)N1CCN(Cc2nc3c(c(=O)[nH]c(=O)n3C)n2Cc2ccccc2C)CC1	-0.6	-1.8	-19	1	0	-1	10	-2	3	-2
COc1ccc(C(=O)N(C)Cc2cnn(Cc3ccccc3)c2)cc1S(=O)(=O)N1CCOCC1	0.8	-3.0	-2	1	-1	2	12	-1	4	-32
Cc1noc(C)c1C(=O)Nc1nc2ccc(S(C)(=O)=O)cc2s1	0.1	-3.3	1	-3	-4	6	11	4	-6	-5
CC1=C(C(=O)OCC(C)C)C(c2ccccc2Cl)NC(=O)N1C (configuration not stated)	-1.3	1.1	-41	15	4	4	-6	0	-5	.
Cc1nnc(SCC(=O)Nc2nccs2)n(N)c1=O	0.7	-1.6	30	1	-1	1	7	1	-7	-1
COc1ccc(N2C(=O)NC3CC2(C)Oc2ccc(Cl)cc23)cc1OC (configuration not stated)	0.6	-1.9	23	-9	3	1	9	0	-1	0
CCOC(=O)c1cccc(NC(=O)CCOc2ccccc2)c1	0.7	-2.3	-15	1	-6	2	12	2	-4	-4
COc1ccc(C(=O)OCC[N+]2(C)CCOCC2)cc1	-0.1	-0.9	4	6	-9	-1	5	7	2	.
COc1ccc(CCNC(=O)CCC(=O)Nc2ccc3nc(N4CCN(C)CC4)cc(C)c3c2)cc1OC	1.5	-2.5	-8	2	-8	5	13	0	-9	-3
COc1ccc(NC(=O)COC(=O)c2ccc(Cl)c(S(N)(=O)=O)c2)c([N+](=O)[O-])c1	-2.8	0.4	-16	3	-3	0	-2	-7	-20	-2
COCCCNC(=O)CN(CCc1ccccc1)S(=O)(=O)c1ccc(C)cc1	-0.6	-2.1	8	-3	2	-3	14	-10	-5	-3
Cc1ccc(S(=O)(=O)N2[C@@H](c3ccc(Cl)cc3)C(C(=O)O)=C[C@H]2C(C)(C)C)cc1	3.2	-2.6	-2	1	0	0	12	-3	-2	-4
Cc1ccc(C)c(N2CCN(C(=O)CCc3nc4ccccc4[nH]3)CC2)c1	0.3	-0.6	-9	3	10	-3	4	0	-2	.
O=C(NCCCN1CCCCCC1)C1CC(=O)N(C2CCCC2)C1 (configuration not stated)	1.3	0.5	1	0	1	5	-3	2	-6	-2
Nc1cc(C(=O)O)ccc1Nc1ccccc1	0.2	0.3	31	-1	-1	-5	-2	2	-1	2
O=c1/c(=C/c2ccco2)sc2n1CN(c1ccccc1)CN=2	4.4	-2.9	23	-10	-3	-1	12	-2	1	-7
Cc1cccc(OCC(=O)N(C)CC(=O)Nc2cccc(F)c2)c1C	-3.2	-2.6	14	-1	2	-1	10	-6	-3	.
CC(=O)Nc1nnc(SCC(=O)Nc2nc(C)cs2)s1	-1.1	-2.3	1	0	3	1	13	-1	-6	-2
